Screening data (PubChem)
NALP1 yeast inh: blocks the NALP1 inflammasome reconstituted in yeast. inhibition, % at 10 µM. actives 0.61% (n = 280,000). S. cerevisiae NALP1/ASC/caspase-1 growth, X-gal OD620, 72 h; in the data active = inhibition mostly above about 24%, no sharp cut-off; inactive = mostly below about 32%; also: some compounds called inactive have numbers as strong as hits
HCV NS3 hel inh: HCV NS3 helicase inhibition; AID 1800; inhibition, % at 10.9 µM; actives 0.56% (n = 290,000); NS3 helicase DNA unwinding, Cy5 molecular beacon fluorescence;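 active = inhibition above the mean of all tested compounds plus 3 SD, set per campaign, cut at about 35% in these data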;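 also: 0% = DMSO wells and 100% = thioflavine S control wells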
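System: Hepatitis C virus NS3 helicase domain fragment enzyme | Reagent: Annealed dual-labelled DNA beacon duplex, ATP-started | Compound dosing: 10.9 µM single point, 0.8% DMSO | Incubation: 1 h reaction at 25 °C, ATP-initiated | Technique: Cy5 fluorescence | Evaluation: Percent inhibition from t60/t0 fluorescence ratio | Benchmarks: Low DMSO, high thioflavine S at 110 µM | Replication: Singlicate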
FID counter: counter-screen for HCV NS3 helicase inhibitors: DNA intercalator displacement | DNA fluorescent intercalator displacement, fluorescence | AID 1845 | inhibition, % at 7.9 µM | actives 0.17% (n = 290,000); in the data active = inhibition above about 37%;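 also: 0% = vehicle and 100% = reference compound; higher means more ethidium bromide displaced from hairpin DNA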
SUMO HTRF inh: SUMOylation inhibition. P63279. HTRF SUMOylation assay, SAE1/SAE2 + UBC9, in vitro. inhibition, % at 35 µM. actives 0.36% (n = 290,000). AID 2006; in the data active = inhibition above about 50%, passing the limit was not always enough; also: strong numbers were not always called active
Target sequence (P63279 whole entry, looked up): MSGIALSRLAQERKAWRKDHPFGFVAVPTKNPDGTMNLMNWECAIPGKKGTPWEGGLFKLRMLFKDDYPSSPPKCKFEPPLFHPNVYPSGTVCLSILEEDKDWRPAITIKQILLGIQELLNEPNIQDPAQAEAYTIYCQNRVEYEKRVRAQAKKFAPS
M18AAP inhibitor: PfM18AAP enzyme inhibition. recombinant PfM18AAP, H-Glu-NHMec fluorogenic cleavage. inhibition, % at 7.35 µM. actives 1.2% (n = 290,000). AID 1822;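 active = inhibition above the campaign mean inhibition over all tested compounds plus 3 SD, cut at about 28% in these data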;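 also: 0% = plate median of test compound wells and 100% = 2 mM ZnCl2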
VIM-2 inhibitor: inhibitors of Pseudomonas aeruginosa VIM-2 metallo-beta-lactamase. purified VIM-2, nitrocefin hydrolysis, epi-absorbance fluorescence. inhibition, % at 5.6 µM. actives 0.89% (n = 290,000). AID 1527;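 active = inhibition above the mean of all tested compounds plus 3 SD, cutoff set per screening run, cut at about 7.5% in these data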;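 also: red hydrolysis product quenches plate fluorescence so inhibitors raise well fluorescence; 0% = enzyme with DMSO and 100% = DMSO without enzyme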
MEKK2mut PB1 HTS: signal of MEK5 binding to mutant human MEKK2 PB1 domain | bead flow cytometry, Alexa488-MEK5 binding to MEKK2 mutant | percent response, % at 10 µM | actives 0.35% (n = 290,000) | AID 1530; in the data active = percent response above about 24%, passing the limit was not always enough; also: inactives centre near 1; some results filed as inactive read as strong as hits
IMP-1 inhibitor: inhibitors of Pseudomonas aeruginosa IMP-1 metallo-beta-lactamase; purified IMP-1, nitrocefin hydrolysis, epi-absorbance fluorescence; AID 1556; inhibition, % at 5.6 µM; actives 0.45% (n = 290,000);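 active = inhibition above the mean plus 3 SD of all compounds in the same screening run, cut at about 4.5% in these data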;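 also: 0% = IMP-1 with DMSO and 100% = DMSO wells lacking enzyme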
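System: purified recombinant IMP-1 beta-lactamase. Medium: Zinc- and detergent-supplemented HEPES buffer, pH 7.1. Compound: one 5.6 µM dose […]. Schedule: 15 min preincubation plus 25 min reaction at 25 °C. Technique: Epi-absorbance fluorescence, 480 nm excitation, 530 nm emission.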
MEKK2 WT-MEK5: raises or lowers MEK5 binding to wildtype human MEKK2 PB1 domain. bead flow cytometry, Alexa488-MEK5 binding to MEKK2 WT; actives lie on both sides. Q9Y2U5. actives 1.1% (n = 290,000). binding response (% of control), % at 10 µM. AID 1531; in the data active = binding response below about 67% or above about 130%
* hit, by the source's call.

The opening four records as a preview:
What do the screens show for `Cc1ccc(N(C(=O)Cn2nnc(-c3ccc(F)cc3)n2)C(CC(C)C)C(=O)NCC2CCCO2)cc1` (stereo not drawn)?
NALP1 yeast inh: 14; HCV NS3 hel inh: 3; FID counter: -17; SUMO HTRF inh: 6; M18AAP inhibitor: 2; VIM-2 inhibitor: -3.3; MEKK2mut PB1 HTS: -5; IMP-1 inhibitor: -2.8; MEKK2 WT-MEK5: 94

Results for COc1ccc(CCNC(=S)NCCc2c[nH]c3ccccc23)cc1 ?
NALP1 yeast inh: -6; HCV NS3 hel inh: -13; FID counter: -7; SUMO HTRF inh: -8; M18AAP inhibitor: -17; VIM-2 inhibitor: -1.8; MEKK2mut PB1 HTS: -3; IMP-1 inhibitor: -0.8; MEKK2 WT-MEK5: 99

What do the screens show for `CCC(C(N)=NCCc1ccc(OC)c(OC)c1)c1ccccc1` (stereo not drawn)?
NALP1 yeast inh: 10; HCV NS3 hel inh: -8; FID counter: -6; SUMO HTRF inh: 2; M18AAP inhibitor: 5; VIM-2 inhibitor: -4.4; MEKK2mut PB1 HTS: 13; IMP-1 inhibitor: -4.2; MEKK2 WT-MEK5: 108

Results for CCn1c(C)nc2cc(C(=O)NNC(=O)Nc3ccc(Cl)c(Cl)c3)ccc21 ?
NALP1 yeast inh: 11; HCV NS3 hel inh: 9; FID counter: -2; SUMO HTRF inh: 18; M18AAP inhibitor: -7; VIM-2 inhibitor: -0.4; MEKK2mut PB1 HTS: -8; IMP-1 inhibitor: -1.1; MEKK2 WT-MEK5: 92

All compounds of this part, from the start:
What do the screens show for `Cc1ccc(N(C(=O)Cn2nnc(-c3ccc(F)cc3)n2)C(CC(C)C)C(=O)NCC2CCCO2)cc1` (stereo not drawn)?
NALP1 yeast inh: 14; HCV NS3 hel inh: 3; FID counter: -17; SUMO HTRF inh: 6; M18AAP inhibitor: 2; VIM-2 inhibitor: -3.3; MEKK2mut PB1 HTS: -5; IMP-1 inhibitor: -2.8; MEKK2 WT-MEK5: 94

Results for COc1ccc(CCNC(=S)NCCc2c[nH]c3ccccc23)cc1 ?
NALP1 yeast inh: -6; HCV NS3 hel inh: -13; FID counter: -7; SUMO HTRF inh: -8; M18AAP inhibitor: -17; VIM-2 inhibitor: -1.8; MEKK2mut PB1 HTS: -3; IMP-1 inhibitor: -0.8; MEKK2 WT-MEK5: 99

What do the screens show for `CCC(C(N)=NCCc1ccc(OC)c(OC)c1)c1ccccc1` (stereo not drawn)?
NALP1 yeast inh: 10; HCV NS3 hel inh: -8; FID counter: -6; SUMO HTRF inh: 2; M18AAP inhibitor: 5; VIM-2 inhibitor: -4.4; MEKK2mut PB1 HTS: 13; IMP-1 inhibitor: -4.2; MEKK2 WT-MEK5: 108

Results for CCn1c(C)nc2cc(C(=O)NNC(=O)Nc3ccc(Cl)c(Cl)c3)ccc21 ?
NALP1 yeast inh: 11; HCV NS3 hel inh: 9; FID counter: -2; SUMO HTRF inh: 18; M18AAP inhibitor: -7; VIM-2 inhibitor: -0.4; MEKK2mut PB1 HTS: -8; IMP-1 inhibitor: -1.1; MEKK2 WT-MEK5: 92

What do the screens show for `O=C(CC(SCCO)c1ccc(F)cc1)c1ccco1` (stereo not drawn)?
NALP1 yeast inh: 7; HCV NS3 hel inh: -2; FID counter: 1; SUMO HTRF inh: 24; M18AAP inhibitor: 17; VIM-2 inhibitor: 0.0; MEKK2mut PB1 HTS: 7; IMP-1 inhibitor: -2.3; MEKK2 WT-MEK5: 100

Results for COc1cccc(CN2CCc3ccc(NC(=O)CCc4ccc(C)cc4)cc3C2)c1O ?
NALP1 yeast inh: 5; HCV NS3 hel inh: -21; FID counter: 7; SUMO HTRF inh: -11; M18AAP inhibitor: 5; VIM-2 inhibitor: -0.4; MEKK2mut PB1 HTS: 3; IMP-1 inhibitor: 0.5; MEKK2 WT-MEK5: 109

What do the screens show for `NC(=O)c1ccsc1NC(=O)c1ccc(S(=O)(=O)N2CCCCC2)cc1`?
NALP1 yeast inh: 20; HCV NS3 hel inh: -17; FID counter: -12; SUMO HTRF inh: 7; M18AAP inhibitor: 2; VIM-2 inhibitor: -0.6; MEKK2mut PB1 HTS: 1; IMP-1 inhibitor: -3.5; MEKK2 WT-MEK5: 98

What do the screens show for `O=C(Cn1nnc(-c2cccc(C(F)(F)F)c2)n1)NC1CCCC1`?
NALP1 yeast inh: 2; HCV NS3 hel inh: 2; FID counter: 4; SUMO HTRF inh: 24; M18AAP inhibitor: -1; VIM-2 inhibitor: -4.0; MEKK2mut PB1 HTS: 13; IMP-1 inhibitor: -2.5; MEKK2 WT-MEK5: 111

Results for C/C(CC(=O)Nc1ccc(Cl)cc1Cl)=N\NC(=O)C(=O)NCCO ?
NALP1 yeast inh: 23; HCV NS3 hel inh: 13; FID counter: -4; SUMO HTRF inh: 6; M18AAP inhibitor: -8; VIM-2 inhibitor: -2.5; MEKK2mut PB1 HTS: -4; IMP-1 inhibitor: 0.5; MEKK2 WT-MEK5: 97

How did O=C1NC2=C(C(=O)CCC2)C(c2ccc(OC(F)F)cc2)N1 (stereo not drawn) do in these assays?
NALP1 yeast inh: 22; HCV NS3 hel inh: 1; FID counter: -14; SUMO HTRF inh: 20; M18AAP inhibitor: -3; VIM-2 inhibitor: -0.9; MEKK2mut PB1 HTS: 6; IMP-1 inhibitor: -1.8; MEKK2 WT-MEK5: 101

What do the screens show for `CC(=O)Nc1ccc(N2C(=O)CC(Sc3nc4ccccc4s3)C2=O)cc1` (stereo not drawn)?
NALP1 yeast inh: 6; HCV NS3 hel inh: 0; FID counter: -18; SUMO HTRF inh: 1; M18AAP inhibitor: -40; VIM-2 inhibitor: -0.6; MEKK2mut PB1 HTS: -8; IMP-1 inhibitor: -1.4; MEKK2 WT-MEK5: 75

What do the screens show for `COc1ccc(-n2cc(CNCc3cnc4ccccn34)c(-c3cccc(F)c3)n2)cc1`?
NALP1 yeast inh: 16; HCV NS3 hel inh: -42; FID counter: 14; SUMO HTRF inh: 1; M18AAP inhibitor: 5; VIM-2 inhibitor: -2.0; MEKK2mut PB1 HTS: 59*; IMP-1 inhibitor: -3.0; MEKK2 WT-MEK5: 170*

What do the screens show for `Cc1ccc(NC(=O)/C(=C\c2cccnc2)NC(=O)c2ccco2)cc1`?
NALP1 yeast inh: 7; HCV NS3 hel inh: 3; FID counter: 1; SUMO HTRF inh: 36; M18AAP inhibitor: 2; VIM-2 inhibitor: -1.5; MEKK2mut PB1 HTS: 0; IMP-1 inhibitor: -1.8; MEKK2 WT-MEK5: 97

Results for CCOC(=O)c1cn(Cc2ccc(Br)cc2)nn1 ?
NALP1 yeast inh: 24; HCV NS3 hel inh: 4; FID counter: -11; SUMO HTRF inh: -4; M18AAP inhibitor: -6; VIM-2 inhibitor: -0.5; MEKK2mut PB1 HTS: 13; IMP-1 inhibitor: -1.1; MEKK2 WT-MEK5: 105

Results for Clc1ccc(CSc2ncn(-c3ccccc3)n2)cc1 ?
NALP1 yeast inh: 6; HCV NS3 hel inh: -13; FID counter: -12; SUMO HTRF inh: -13; M18AAP inhibitor: -3; VIM-2 inhibitor: 0.2; MEKK2mut PB1 HTS: -3; IMP-1 inhibitor: -2.5; MEKK2 WT-MEK5: 106

What do the screens show for `COc1ccc(COC(=O)C2=C(C)NC(=O)NC2c2ccccc2)cc1` (stereo not drawn)?
NALP1 yeast inh: -5; HCV NS3 hel inh: -5; FID counter: -32; SUMO HTRF inh: 1; M18AAP inhibitor: 1; VIM-2 inhibitor: -1.6; MEKK2mut PB1 HTS: 17; IMP-1 inhibitor: -2.1; MEKK2 WT-MEK5: 109

What do the screens show for `Cc1cc(C)n2nc(SCc3nnc(SCc4ccccc4C)s3)nc2n1`?
NALP1 yeast inh: 6; HCV NS3 hel inh: -14; FID counter: -41; SUMO HTRF inh: 5; M18AAP inhibitor: -20; VIM-2 inhibitor: 0.9; MEKK2mut PB1 HTS: 1; IMP-1 inhibitor: -2.9; MEKK2 WT-MEK5: 101

Results for O=C(Cc1ccccc1)NCC(=O)N1CCN(c2ccccc2)CC1 ?
NALP1 yeast inh: 5; HCV NS3 hel inh: -4; FID counter: -17; SUMO HTRF inh: -9; M18AAP inhibitor: 2; VIM-2 inhibitor: -2.6; MEKK2mut PB1 HTS: 0; IMP-1 inhibitor: -1.4; MEKK2 WT-MEK5: 103

Results for O=C(NCC1CCCO1)C1CCCN1C(=O)Nc1ccc(Cl)cc1 (stereo not drawn) ?
NALP1 yeast inh: 11; HCV NS3 hel inh: 1; FID counter: 2; SUMO HTRF inh: -3; M18AAP inhibitor: -1; VIM-2 inhibitor: -5.8; MEKK2mut PB1 HTS: -10; IMP-1 inhibitor: -2.3; MEKK2 WT-MEK5: 92

What do the screens show for `CC(=O)c1cccc(NC(=O)c2ccc(NS(C)(=O)=O)cc2)c1`?
NALP1 yeast inh: -15; HCV NS3 hel inh: -18; FID counter: -5; SUMO HTRF inh: -13; M18AAP inhibitor: -6; VIM-2 inhibitor: 0.7; MEKK2mut PB1 HTS: -11; IMP-1 inhibitor: -2.7; MEKK2 WT-MEK5: 94

What do the screens show for `O=[N+]([O-])c1cccc(CN2CCCCCC2)c1`?
NALP1 yeast inh: 22; HCV NS3 hel inh: -1; FID counter: 0; SUMO HTRF inh: 14; M18AAP inhibitor: -1; VIM-2 inhibitor: -1.9; MEKK2mut PB1 HTS: 11; IMP-1 inhibitor: -3.0; MEKK2 WT-MEK5: 108

Results for CC([NH2+][O-])C(C)(C)NO (stereo not drawn) ?
NALP1 yeast inh: 21; HCV NS3 hel inh: 0; FID counter: 2; SUMO HTRF inh: 18; M18AAP inhibitor: 0; VIM-2 inhibitor: 2.1; MEKK2mut PB1 HTS: 2; IMP-1 inhibitor: -2.8; MEKK2 WT-MEK5: 107

Results for CCN1CCN(C2=C(NS(=O)(=O)c3ccc(NC(C)=O)cc3)C(=O)c3ccccc3C2=O)CC1 ?
NALP1 yeast inh: -1; HCV NS3 hel inh: 0; FID counter: 11; SUMO HTRF inh: 33; M18AAP inhibitor: 21; VIM-2 inhibitor: 2.3; MEKK2mut PB1 HTS: 4; IMP-1 inhibitor: -1.8; MEKK2 WT-MEK5: 104

What do the screens show for `COc1ccc(NC(=O)CSc2nc3c(c(=O)[nH]2)CCC3)cc1OC`?
NALP1 yeast inh: 30; HCV NS3 hel inh: -4; FID counter: -9; SUMO HTRF inh: 1; M18AAP inhibitor: -2; VIM-2 inhibitor: -0.6; MEKK2mut PB1 HTS: -8; IMP-1 inhibitor: -2.0; MEKK2 WT-MEK5: 85

How did CCCCc1cn([C@@H](CCCCNC(=O)OC(C)(C)C)C(=O)N2CCN(C(=O)OC(C)(C)C)CC2)nn1 do in these assays?
NALP1 yeast inh: -9; HCV NS3 hel inh: 11; FID counter: -50; SUMO HTRF inh: -2; M18AAP inhibitor: 3; VIM-2 inhibitor: -1.2; MEKK2mut PB1 HTS: 3; IMP-1 inhibitor: -1.7; MEKK2 WT-MEK5: 105
